High-throughput results deposited in PubChem by Broad Institute.
ERAP1 HTS inh = human ERAP1 aminopeptidase inhibitors, primary screen, biochemical, single point, plate reader | Endoplasmic reticulum aminopeptidase 1 (Homo sapiens), Q9NZ08 | AID 652197, 2013 | hit rate 0.15% among 340,000 | inhibition, % at 10.7 µM | recombinant ERAP1, Leu-AMC fluorescence, 60 min;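 active = mean replicate inhibition of at least 30%, or all replicates individually reaching that 30% level; inactive = mean below 30% and not every replicate reaching it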;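 also: 0% = neutral control wells and 100% = L-leucinethiol positive control wells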
Target sequence (Q9NZ08 whole entry, looked up): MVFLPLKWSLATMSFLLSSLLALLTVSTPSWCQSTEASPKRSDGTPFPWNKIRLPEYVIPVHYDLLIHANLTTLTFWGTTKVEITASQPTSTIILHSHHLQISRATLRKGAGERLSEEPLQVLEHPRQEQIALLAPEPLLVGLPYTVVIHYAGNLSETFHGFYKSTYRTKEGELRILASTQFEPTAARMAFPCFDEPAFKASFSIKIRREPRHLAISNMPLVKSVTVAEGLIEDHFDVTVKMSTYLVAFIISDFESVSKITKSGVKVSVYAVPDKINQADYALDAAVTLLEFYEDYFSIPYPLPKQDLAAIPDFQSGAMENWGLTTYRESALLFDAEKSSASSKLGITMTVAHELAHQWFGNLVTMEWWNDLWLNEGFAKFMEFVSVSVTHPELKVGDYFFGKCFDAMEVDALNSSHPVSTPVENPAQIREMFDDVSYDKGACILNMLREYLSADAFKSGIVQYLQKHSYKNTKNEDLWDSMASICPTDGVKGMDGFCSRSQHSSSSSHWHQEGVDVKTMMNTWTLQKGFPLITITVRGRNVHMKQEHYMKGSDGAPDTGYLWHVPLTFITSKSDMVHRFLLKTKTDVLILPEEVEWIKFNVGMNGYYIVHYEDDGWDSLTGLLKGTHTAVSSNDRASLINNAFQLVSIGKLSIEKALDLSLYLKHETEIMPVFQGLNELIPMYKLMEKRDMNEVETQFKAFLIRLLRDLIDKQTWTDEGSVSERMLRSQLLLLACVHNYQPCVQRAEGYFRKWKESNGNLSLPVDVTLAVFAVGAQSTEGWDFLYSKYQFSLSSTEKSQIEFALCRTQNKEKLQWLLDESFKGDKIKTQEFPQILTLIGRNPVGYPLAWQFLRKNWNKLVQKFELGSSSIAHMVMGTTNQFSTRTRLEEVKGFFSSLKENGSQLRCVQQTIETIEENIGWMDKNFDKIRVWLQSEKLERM
EWS-Fli block = EWS/Fli-driven NR0B1 reporter inhibitors, primary screen, A673 cells, NR0B1 luciferase, luminescence, MLPCN library; hit rate 0.67% among 350,000; AID 651661, 2012; viability-normalised; inhibition, % at 12.6 µM;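 active = mean inhibition of at least 50% after viability correction, with every replicate also passing that limit; inconclusive = mean reaches 50% but only one of two replicates passes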;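 also: firefly luciferase signal divided by Alamar Blue viability fluorescence both relative to DMSO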
PGC1a acetyl inh = inhibitors of PGC1a acetylation signal, primary screen, cell-based, U2OS, AlphaScreen, inhibitor mode; hit rate 0.17% among 350,000; AlphaScreen anti-acetyl-lysine; with virally co-expressed GCN5 acetyltransferase; inhibition, % at 15.6 µM;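 active = every replicate shows inhibition of at least 40%; inconclusive = mean inhibition at least 40% but some replicate below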;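 also: 0% = neutral control wells and 100% = positive control wells; some results beyond the cut were filed as inactive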
FN deposit inh = inhibitors of fibronectin matrix deposition, primary screen, AH1F cells, Alexa488-fibronectin fluorescence, plate reader; AH1F fibroblasts, overnight; inhibition, % at 12.6 µM; hit rate 0.086% among 350,000; AID 743247, 2014;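 active = mean inhibition across replicates of 30% or more, regardless of how many single replicates reach that level; inconclusive = mean under 30% yet at least half of replicates reach 30%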;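 also: positive control wells lacked labelled fibronectin entirely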
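Material: AH1F fibroblast monolayer depositing Alexa488-labelled fibronectin into matrix | Input: 10000 AH1F cells/well | Medium: DMEM plus 2% serum, read in PBS | Reagent: Alexa488-fibronectin, 24 nM final in well | Compound dosing: One dose per compound, pinned | Schedule: 1 h adhesion, overnight exposure | Measured by: Fluorescence at 485 nm excitation, 525 nm emission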
S100A4 MyoIIA = inhibitors of S100A4-myosin IIA peptide binding, primary screen, biochemical, fluorescence polarization, TAMRA-MyoIIA peptide | Protein S100-A4 (Homo sapiens), P26447 | inhibition, % at 10.7 µM | hit rate 0.14% among 360,000;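 active = mean inhibition of at least 70% across replicates, with every replicate also reaching that level; inconclusive = mean inhibition reaches 70% but some replicates fall short; inactive = mean inhibition below 70%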
Target sequence (P26447 whole entry, looked up): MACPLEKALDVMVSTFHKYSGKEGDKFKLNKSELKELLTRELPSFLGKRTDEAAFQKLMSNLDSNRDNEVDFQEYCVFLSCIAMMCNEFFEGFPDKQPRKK
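Material: S100A4 monomer protein | Medium: HEPES pH 7.2 with CaCl2, KCl, NaCl, DTT, Triton | Reagent: Labelled myosin peptide probe, 5 nM | Doses: One dose per compound | Times: 5 min incubation before reading | Benchmarks: Neutral control DMSO, positive control TFP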
PglD DTNB = C. jejuni PglD acetyltransferase inhibitors, primary screen, biochemical, DTNB colorimetric, single point. AID 602405, 2012. hit rate 0.098% among 360,000. inhibition, % at 12.5 µM. purified PglD enzyme, DTNB colorimetric CoA detection; in the data active = inhibition above about 16%, passing the limit was not always enough; inconclusive = no clear call, values can overlap the other calls; also: strong numbers were not always called active
PAX8 inh HTS = inhibitors of PAX8-driven TPO luciferase reporter, primary screen, RMG-I cells, single concentration | SteadyGlo, 24 h | inhibition, % at 12.6 µM | hit rate 1.2% among 360,000 | AID 652154, 2013;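 active = mean replicate inhibition at least 60% with every replicate also reaching 60%; inconclusive = only one of the two criteria is met; inactive = mean below 60% and not all replicates reaching 60%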;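 also: luciferase light reporting Pax8 driven TPO promoter activity; plate controls were median of neutral control wells for no effect and mitoxantrone controls for full effect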
LGR2 inh = inhibitors of bursicon-induced LGR2 CRE-luciferase signal, primary screen, cell-based, HEK293, CRE-luciferase reporter, bursicon stimulation; Drosophila bursicon receptor LGR2 (rickets); inhibition, % at 9.99 µM; bursicon-stimulated, 4 h; AID 720647, 2013; hit rate 0.35% among 380,000;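 active = drop in luminescence signal, shown as inhibition above about 50% in the replicate tests, limit read from the data, passing the limit was not always enough; inconclusive = probably only some replicates passing the limit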;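 also: agonist challenge used bursicon conditioned medium at about half maximal strength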
Numbers without * were called inactive; ? = inconclusive; . = no result given; & = joins results of further samples.

Structure,PglD DTNB,EWS-Fli block,LGR2 inh,PGC1a acetyl inh,S100A4 MyoIIA,PAX8 inh HTS,FN deposit inh,ERAP1 HTS inh
CC(C)C[C@H]1CNC(=S)N1CC1CCCN1C[C@H](Cc1ccc(O)cc1)N1C[C@H](Cc2ccccc2)N(CC2CCCCCC2)C1=S (stereo partly specified),-3,6,-20,-12,-4,26,2,.
Fc1ccc(SCCc2ccccn2)cc1,1&10,-88&-91,-35&-17,-7&18,-3&-3,-82&-53,6&1,-3
COCc1nc2oc3ccc(C)cc3c(=O)c2cc1C(=O)OC,-1,-98,-62,8,-2,-123,5,1
Cc1cccc(OCC(=O)Nc2ccc3c(c2)C(=O)NC3=O)c1,2,.,5,5,6,-1,1,-2
COCCCNC(=O)C1CCCN(S(=O)(=O)c2cccc3nsnc23)C1 (stereo unspecified),3,1,6,-3,1,-8,-2,0
Cc1cccc(C)c1NC(=O)CN1CCc2ccccc2C1,-6,-2,20,-1,2,3,-7,-4
CCN(c1cccc(C)c1)S(=O)(=O)c1ccc(-c2cc(C)no2)s1,-3,55*,9,6,-1,28,1,-5
O=C(CCCn1c(=O)oc2ccccc21)N1CCN(c2ccc(F)cc2)CC1,-2,-4,11,2,-1,-1,-1,.
Cn1cc(Cl)c(C(=O)N/N=C/c2ccc(OS(=O)(=O)c3ccccc3)cc2)n1,1,.,.,-5,.,-4,-8,.
COC(C[C@H]1O[C@H]1[C@@H](O)[C@H](C)OCc1ccccc1)OC,10,8,0,.,-2,-5,-4,6

Later entries
Structure,PglD DTNB,EWS-Fli block,LGR2 inh,PGC1a acetyl inh,S100A4 MyoIIA,PAX8 inh HTS,FN deposit inh,ERAP1 HTS inh
Clc1ccc2nc(-c3ccccc3)c(Cc3ccccc3)n2c1,-3,-48,-10,-13,2,-62,-2,-3
COc1ccc(CN(C)C[C@@H]2OCCCC[C@H](C)Oc3ccc(NS(=O)(=O)c4cccs4)cc3C(=O)N([C@@H](C)CO)C[C@@H]2C)cc1,-1,7,-2,-13,14,20,.,2
CC(C)(C)NC(=O)C(c1ccncc1)N(C(=O)c1csnn1)C1CC1 (stereo unspecified),-3,.,.,10,.,0,-5,.
O=C(CN1C(=O)S/C(=C\c2ccccc2F)C1=O)NCCCn1ccnc1,0,.,-2,15,0,-4,2,1
COC(=O)c1sccc1NC(=O)COc1ccc(Cl)cc1,.,1,-7,.,2,38,6,0
COc1ccccc1C(=O)NCC(=O)OCc1csc(-c2ccccc2)n1,5,.,-6,.,.,-18,-2,.
COc1ccc(/C=C2\SC(=S)N(CCC(=O)Nc3ccccc3C(=O)O)C2=O)cc1,-1,19,13,10,2,1,1,2
CCOC(=O)C1=CCN(S(=O)(=O)c2ccccc2C)C1c1cccc(C)c1 (stereo unspecified),2,-3,?,-25,-3,-12,-4,10
CCC(=O)N1[C@H](CN(CC)C(=O)c2ccc(F)cc2)[C@H](c2ccccc2)[C@@H]1CO,-1,5,14,-10,-5,-4,-12,1
CCOc1ccc(C2C(C#N)=C(N)N(N(C)C)C3=C2C(=O)CC(C)(C)C3)cc1 (stereo unspecified),5,14,5,9,-2,8,1,-1

(listing goes on)
Structure,PglD DTNB,EWS-Fli block,LGR2 inh,PGC1a acetyl inh,S100A4 MyoIIA,PAX8 inh HTS,FN deposit inh,ERAP1 HTS inh
CC(=O)N1c2ccc(S(=O)(=O)NCCC(=O)NC3CCC(C)CC3)cc2CC1C (stereo unspecified),0,-2,-6,-6,20,10,9,-3
CC(C)(C)OC(=O)N(CCc1ccccc1)Cc1ccc(OCc2cccc(NC(=O)C3CCCC3)c2)cc1,-3,6,0,7,-3,1,.,1
CSc1nc2nc(C(F)(F)F)cc(-c3ccccc3)n2n1,-19,.,.,46,.,12,3,.
CCCNC(=O)N1CC2(CCN(C(=O)c3cccnc3)CC2)c2c([nH]c3cc(OC)ccc23)[C@H]1CO,.,-15,6,.,17,.,.,-1
CN(Cc1cccnc1)Cc1cn(Cc2ccccc2)nc1-c1ccc2c(c1)OCO2,.,15,14,.,1,19,8,0
COc1cc(OC)cc(-c2c(C#Cc3ccsc3)c3cc(-c4ccc5[nH]ccc5c4)ccc3n2C)c1,-2,-10,4,1,4,11,-6,1
CCCc1cn(CC[C@H]2CC[C@H](NC(=O)C3CCOCC3)[C@@H](CO)O2)nn1,-4,-1,-8,22,-1,-5,-1,3
COc1ccc2nc(NC(=O)C3COc4ccccc4O3)sc2c1 (stereo unspecified),0,-79,-10,-10,-2,-136,3,3
O=C(CN1CCN(S(=O)(=O)c2ccc(Cl)cc2)CC1)NC1CCCC1,9,.,6,.,0,25,0,-2
CC(=O)Nc1ccc(S(=O)(=O)N(C)CC(=O)OCC(=O)c2ccc[nH]2)cc1,.,1,13,.,-2,11,-3,5

(continued)
Structure,PglD DTNB,EWS-Fli block,LGR2 inh,PGC1a acetyl inh,S100A4 MyoIIA,PAX8 inh HTS,FN deposit inh,ERAP1 HTS inh
COc1cc(CNCCc2ccc(S(N)(=O)=O)cc2)ccc1OCC(=O)N1CCCCC1,4,.,9,15,.,-4,0,.
O=C(N1CCN(c2ccccc2F)CC1)C1(S(=O)(=O)c2ccc(Cl)cc2)CC1,2,-7,-3,-11,3,-35,2,3
COc1ccc(-c2csc(N3CCN(Cc4ccc5c(c4)OCO5)CC3)n2)cc1,4,1,13,0,-2,.,.,-4
CCC(C)NC(=O)C1CCN(S(=O)(=O)c2ccc3nc4c(c(C(=O)O)c3c2)CCCCC4)CC1 (stereo unspecified),17,.,11,-2,-2,0,-6,2
C[C@@H]1CCCCO[C@H](CN(C)C(=O)CCCN(C)C)[C@H](C)CN([C@@H](C)CO)C(=O)c2cc(NS(C)(=O)=O)ccc2O1,-3,7,18,0,4,1,.,1
COc1cccc2sc(N(CCN(C)C)C(=O)/C=C/c3cccs3)nc12,.,17,28,.,1,0,2,3
COc1ccc(C(CNC(=O)CCC(=O)c2ccc(C)s2)N2CCOCC2)cc1 (stereo unspecified),4,1,-13,.,0,7,-2,0
O=c1[nH]c(=O)c2nc3ccccc3nc2[nH]1,2,-9,-3,-6,0,-10,9,.
Cc1ccccc1C(=O)Nc1ccc(S(=O)(=O)NCC2CCCO2)cc1 (stereo unspecified),-3,6,-13,-7,-10,4,-15,0
CCN1C(=O)N/C(=C/c2ccc(C)o2)C1=O,.,3,6,.,-6,1,-5,0

Next part.
Structure,PglD DTNB,EWS-Fli block,LGR2 inh,PGC1a acetyl inh,S100A4 MyoIIA,PAX8 inh HTS,FN deposit inh,ERAP1 HTS inh
CC(C)CN(C(=O)COC(=O)c1ccc(Br)o1)c1c(N)n(Cc2ccccc2)c(=O)[nH]c1=O,.,-4,4,.,1,-1,0,5
CCOC(=O)c1c(NC(=O)CSc2nc3cc(Cl)ccc3s2)sc(C(C)=O)c1C,.,.,-3,.,-5,10,1,2
COC(=O)[C@H](C)NC(=O)N1CCC(Cc2ccccc2)CC1,-2,-15,-16,-2,-5,-17,3,-1
Cc1cccc(S(=O)(=O)N(C)C[C@@H]2OCc3cn(nn3)CCCC(=O)N([C@@H](C)CO)C[C@@H]2C)c1,-1,2,-11,-3,5,.,-10,0
CC1CN(C)C(C)CC1OC(=O)C(c1ccccc1)c1ccccc1 (stereo unspecified),4,6,0,8,-3,-3,0,.
CCCN1[C@@H]2c3ccc(-c4ccncc4)c(=O)n3C[C@@H]2[C@@H](CO)[C@@H]1C(=O)NCCCN1CCOCC1,2,-8,-4,.,?,-11,-13,5
O=C(NCCN1CCC(n2c(=O)[nH]c3ccccc32)CC1)c1ccc(F)c(C(F)(F)F)c1,.,5,11,.,20,-4,-5,-6
COc1ccc(/C=N/NC(=O)Cn2c(Cc3ccc(OC)c(OC)c3)nc3ccccc32)cc1,6,.,-24,4,.,6,-5,.
COCC(=O)N(C)C[C@H]1N[C@@](Cc2ccccc2)(C(=O)OC)[C@H]2C(=O)N(C)C(=O)[C@@H]12,1,-11,-1,.,-1,-1,4,.
C[C@@H]1CN([C@H](C)CO)C(=O)c2cc(C#Cc3cccc(F)c3)cnc2O[C@@H]1CN(C)Cc1ccccn1,0,-19,5,-2,-3,.,-7,-2

The list continues.
Structure,PglD DTNB,EWS-Fli block,LGR2 inh,PGC1a acetyl inh,S100A4 MyoIIA,PAX8 inh HTS,FN deposit inh,ERAP1 HTS inh
CN(C)CC(=O)N1[C@H](CO)[C@@H](c2ccccc2)C12CN(C(=O)c1cccc(F)c1)C2,.,2,-7,2,9,4,.,-2
C[C@@H]1CN([C@H](C)CO)S(=O)(=O)c2ccc(-c3cccnc3)cc2O[C@@H]1CN(C)CC1CCOCC1,6,-5,-16,10,-8,-7,.,1
CN(C(=O)COC(=O)C1CCN(S(=O)(=O)c2ccc3c(c2)OCCO3)CC1)c1ccccc1,-1,4,-5,1,-1,1,1,-1
COc1ccc(N2CCN(C3CCCN(Cc4ccc(F)cc4)C3)CC2)cc1 (stereo unspecified),4,-3,-18,8,0,26,-2,-3
Cc1cc(Nc2ncc(Cl)cc2Cl)n(-c2ccccn2)n1,-5,.,3,-10,-1,-12,15,2
Nc1c(-c2nn[nH]n2)cnn1-c1cc(Cl)cc(Cl)c1,-4,18,-1,-5,0,0,-5,.
Cc1cccc(-n2c(=S)[nH]c3c(oc4ccccc43)c2=O)c1,-1,-4,-25,4,?,4,1,3
CCC(=O)Nc1ccc2c(c1)OCCO2,6,.,.,4,.,-10,-2,.
C[C@@H]1CCCCO[C@@H](CN(C)C(=O)Nc2ccc(F)cc2)[C@@H](C)CN([C@H](C)CO)C(=O)c2cc(NC(=O)Nc3ccc4c(c3)OCO4)ccc2O1,3,-10&3,7&-7,10,-37&-4,-23&4,11,-2&-1
CC(OC(=O)CCc1nc2ccccc2c(=O)[nH]1)C(=O)NCc1ccc2c(c1)OCO2 (stereo unspecified),-4,.,.,5,.,8,1,.
